Rad51 HR inh – blocks human Rad51 in homologous recombination | hRad51 DNA strand exchange, fluorescence dequenching | AID 1385 | inhibition, % at 10 µM | actives 0.085% (n = 200,000);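 active = inhibition above 40% at the single screening dose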;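 also: 0% = DMSO control wells and 100% = blanks with heterologous ssDNA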
Target sequence (Q06609 whole entry, looked up): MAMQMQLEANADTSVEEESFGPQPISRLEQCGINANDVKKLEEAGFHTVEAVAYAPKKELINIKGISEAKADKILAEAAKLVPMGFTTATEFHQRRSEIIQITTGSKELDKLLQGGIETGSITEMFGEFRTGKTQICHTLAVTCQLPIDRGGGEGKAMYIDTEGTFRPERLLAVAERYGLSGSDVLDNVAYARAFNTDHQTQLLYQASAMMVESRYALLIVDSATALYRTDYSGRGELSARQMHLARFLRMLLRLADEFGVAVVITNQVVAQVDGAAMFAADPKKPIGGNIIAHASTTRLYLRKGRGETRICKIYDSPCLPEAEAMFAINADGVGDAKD
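Read-out basis: percent inhibition relative to plate controls and blanks / Assay system: human Rad51 nucleoprotein filaments preassembled on unlabelled ssDNA / Timing: filaments 15 min 37 °C, then compound 30 min / Control set: per-plate controls and blanks / Technique: fluorescence dequenching at 485/520 nm / Compound: 10 µM final, single point / Also added: Fluorescein- and BHQ1-tagged 47-mer duplex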
EP2 modulator – EP2 receptor (human) modulation | EP2-expressing cells, cAMP HTRF FRET, PGE2 co-stimulation | induction, % at 25 µM | actives 0.83% (n = 260,000) | AID 940;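 active = compounds whose cAMP rise, as percent of the full-agonist control response, exceeds 60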;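 also: rat C6 glioma line stably carrying human EP2 under a CMV promoter; the protocol text gives 20 µM as final concentration; 100% = response of wells given 1 µM PGE2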
L929 necroptosis – blocks zVAD induced death of L929 cells; L929 zVAD necroptosis rescue, ATP luminescence, 24 h; with zVAD 60 µM; viability rescue, % at 10 µM; actives 0.38% (n = 220,000); AID 1377;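 active = activation, scaled between plate controls, above about 75%, limit read from the data; inactive = activation under that limit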;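 also: 0% = zVAD with DMSO and 100% = DMSO alone without zVAD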
TbHK1 inh – T. brucei hexokinase 1 inhibition; inhibition, % at 10 µM; recombinant TbHK1, G6PDH-coupled NADH A340; actives 0.11% (n = 220,000); AID 1430;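 active = inhibition of 50% or more in the single-dose primary screen; inactive = inhibition below 50%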
Hck-Nef inh – inhibitors of human Hck kinase activated by Nef; AID 463187; actives 0.68% (n = 220,000); Recombinant Hck-YEEI plus Nef, Z-Lyte FRET kinase assay; inhibition, % at 20 µM;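 active = Hck-Nef kinase inhibition above about 50%, limit read from the data; inactive = inhibition below that limit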;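 also: 0% = DMSO with Hck plus Nef and 100% = Hck alone without Nef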
Target sequence (P08631 whole entry, looked up): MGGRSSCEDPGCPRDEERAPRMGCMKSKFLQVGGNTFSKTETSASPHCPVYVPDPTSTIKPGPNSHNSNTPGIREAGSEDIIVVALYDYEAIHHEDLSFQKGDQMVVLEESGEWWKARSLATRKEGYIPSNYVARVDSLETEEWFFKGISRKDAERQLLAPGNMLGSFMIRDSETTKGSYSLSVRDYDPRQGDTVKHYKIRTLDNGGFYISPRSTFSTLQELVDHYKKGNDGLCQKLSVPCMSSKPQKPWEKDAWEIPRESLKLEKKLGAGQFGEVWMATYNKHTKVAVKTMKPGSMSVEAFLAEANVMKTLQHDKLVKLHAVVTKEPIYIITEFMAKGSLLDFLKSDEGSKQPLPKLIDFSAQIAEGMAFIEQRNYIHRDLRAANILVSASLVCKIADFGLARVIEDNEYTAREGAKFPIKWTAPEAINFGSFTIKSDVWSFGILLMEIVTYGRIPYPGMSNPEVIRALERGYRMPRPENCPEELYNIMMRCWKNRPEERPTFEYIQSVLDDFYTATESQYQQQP
EP2 antag – EP2 receptor (human) inhibition; AID 1422; P43116; C6 glioma cells expressing human EP2, cAMP TR-FRET; cells stimulated with saturating PGE2; inhibition, % at 25 µM; actives 0.52% (n = 260,000);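 active = percent inhibition above 40 after rounding to a whole number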;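 also: rat C6 glioma host cells with rolipram phosphodiesterase inhibitor present; the protocol text gives 20 µM as final concentration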
* = called active by the depositor; . = not tested or not shown; & = joins results of further samples; ! = not active in a repeat. Not all compounds are listed. The share of hits here may be higher or lower than overall.

The line under a structure holds: Hck-Nef inh	TbHK1 inh	Rad51 HR inh	EP2 antag	L929 necroptosis	EP2 modulator
O=C(NCCCN1CCOCC1)c1onc(CSc2ccc(F)c(F)c2)c1C(=O)NCCCN1CCOCC1
→ .	.	6.3	8.0	.	.
CC(Oc1ccccc1)C(=O)N1CCC2(CC1)Oc1ccc(F)cc1C(=O)C21CC(c2ccc(Cl)cc2)=NO1 (configuration not stated)
→ .	.	5.9	5.7	.	.
O=C(O)c1ccc(-c2noc(-c3cccc(F)c3)n2)cc1
→ .	.	-2.4	-1.2	.	.
CC1(C)C2CC[C@]3(C)C(CC=C4[C@@H]5C[C@@](C)(CO)[C@@H](O)C[C@]5(C(=O)O)CC[C@]43C)[C@@]2(C)CC[C@@H]1O (some centres not stated)
→ .	.	7.4	16.8	.	.
COCCN1C(=O)N[C@@H](CCc2ccccc2)[C@H](C(=O)OC)[C@H]1C
→ .	.	8.0	11.1	.	.
NC(=O)CC(NC(=O)c1ccccc1)C(=O)O (configuration not stated)
→ .	.	-1.7	11.5	.	.
COc1ccc2c(c1)CCNC2Cc1ccc(OC)c(O)c1 (configuration not stated)
→ .	.	-3.1	7.1	.	.
CCOC(=O)CN1C(=O)N[C@@H](CCc2ccccc2)[C@@H](C(=O)OC)[C@H]1C
→ .	.	52.9*	5.5	.	.
CCOC(=O)C[C@H]1c2cc(C(F)(F)F)ccc2S(=O)(=O)N1C(C)C
→ .	.	5.2	19.0	.	.
O=S1(=O)CCOC[C@H](Cc2ccccc2)N1Cc1cccc(C(F)(F)F)c1
→ .	.	6.5	0.8	.	.
O=C(Nc1ccc(N2C(=O)C3C4C=CC(C4)C3C2=O)cc1)Nc1nncs1 (configuration not stated)
→ .	.	-3.6	16.5	.	.
CCCc1nc2c(s1)CCc1onc(-c3ccc(Br)cc3)c1-2
→ .	.	1.1	12.5	.	.
CCOC(=O)[C@@H]1[C@H]2COc3cc(OC)ccc3[C@@H]2N2C(=O)N(c3ccc(Br)cc3)C(=O)[C@]12C
→ .	.	4.3	11.2	.	.
CN(C)CCc1c[nH]c2ccc(C[C@H]3COC(=O)N3)cc12
→ .	.	-8.8	9.1&13.8	.	8.6
N[C@H]1CONC1=O
→ .	.	-2.2	16.6&3.7	.	14.8
O=c1cc(-c2ccccc2)oc2cc(O)cc(O)c12
→ .	.	3.9	13.3&10.7&15.6	.	-13.3&-9.9
NS(=O)(=O)c1cc(C(=O)O)c(NCc2ccco2)cc1Cl
→ .	.	-10.4	20.2&13.0	.	-17.8
COc1c(C)c2c(c(O)c1C/C=C(\C)CCC(=O)O)C(=O)OC2
→ .	.	-1.1	20.9&8.8	.	0.3
Cc1cc(O)c2c(c1)C(=O)c1cc(O)cc(O)c1C2=O
→ .	.	-22.9	9.2&13.3	.	-23.7
COc1ccccc1N1CCN(CCCNc2c(C)c(=O)n(C)c(=O)n2C)CC1
→ .	.	-14.9	14.0&11.2	.	-10.1
COC(=O)[C@H](Cc1ccccc1)NC(=O)[C@@H](N)CC(=O)O
→ .	.	-1.5	12.2&14.4	.	11.6
OC(Cn1cncn1)(Cn1cncn1)c1ccc(F)cc1F
→ .	.	0.4	11.4&9.7	.	13.1
O=C(/C=C/c1ccc(O)c(O)c1)OCCc1ccccc1
→ .	.	-6.5	37.0&28.0&16.7	.	-15.9&-7.7
O=C1CCC(c2ccc(-n3ccnc3)cc2)=NN1
→ .	.	-0.6	6.6&14.8	.	9.8
CC(=O)[C@]1(O)Cc2c(O)c3c(c(O)c2[C@@H](O[C@H]2C[C@H](N)[C@H](O)[C@H](C)O2)C1)C(=O)c1ccccc1C3=O
→ .	.	-154.8	22.4&14.4	.	-12.6
COc1cc2c(CCNC(C)=O)c[nH]c2cc1O
→ .	.	-2.6	21.3&13.9	.	18.3
Cn1c(=O)c2[nH]c(C3CCCC3)nc2n(C)c1=O
→ .	.	-5.6	13.1&8.1&11.8	.	13.2&-2.2
COC(=O)c1c(C)[nH]c(C)c1C(=O)c1ccccc1Cc1ccccc1
→ .	.	-9.3	17.8&7.5	.	30.0
COc1cccc(OC)c1OCCNCC1COc2ccccc2O1 (configuration not stated)
→ .	.	-1.4	24.7&10.9&18.8	.	-16.5&6.5
NCCNC(=O)c1ncsc1-c1cccc(F)c1
→ .	.	-1.6	13.9&5.5	.	21.0

Retrieved one by one from above, four records:
The line under a structure holds: Hck-Nef inh	TbHK1 inh	Rad51 HR inh	EP2 antag	L929 necroptosis	EP2 modulator
COc1c(C)c2c(c(O)c1C/C=C(\C)CCC(=O)O)C(=O)OC2
→ .	.	-1.1	20.9&8.8	.	0.3
NCCNC(=O)c1ncsc1-c1cccc(F)c1
→ .	.	-1.6	13.9&5.5	.	21.0
O=C(Nc1ccc(N2C(=O)C3C4C=CC(C4)C3C2=O)cc1)Nc1nncs1 (configuration not stated)
→ .	.	-3.6	16.5	.	.
NC(=O)CC(NC(=O)c1ccccc1)C(=O)O (configuration not stated)
→ .	.	-1.7	11.5	.	.

More records
The line under a structure holds: Hck-Nef inh	TbHK1 inh	Rad51 HR inh	EP2 antag	L929 necroptosis	EP2 modulator
CC[C@@]1(O)C(=O)OCc2c1cc1n(c2=O)Cc2cc3c(CN(C)C)c(O)ccc3nc2-1
→ .	.	-114.0	58.4*!	.	21.9&24.3
CN(Cc1cnc2nc(N)nc(N)c2n1)c1ccc(C(=O)N[C@@H](CCC(=O)O)C(=O)O)cc1
→ .	.	-6.1	10.2&11.4	.	6.6
COc1ccccc1N1CCN(CCCCN2C(=O)c3ccccc3C2=O)CC1
→ .	.	-7.0	18.0&6.1	.	5.8
Cc1cc(O)cc(C)c1Cl
→ .	.	-7.3	9.3&14.6	.	-0.5
CC(C)NC[C@H](O)COc1cccc2ccccc12
→ .	.	-2.3	10.1&11.4&8.8	.	-10.9&-12.0
CN(C)CC[C@@H](c1ccc(Br)cc1)c1ccccn1
→ .	.	-3.7	17.1&11.8	.	4.8
CCCCNc1c(C(=O)OCC)c(C)nc2c1cnn2CC
→ .	.	-2.6	12.4&10.9	.	30.8
C=CCN1CCc2c(cc(O)c(O)c2Br)[C@@H](c2ccccc2)C1
→ .	.	-12.2	14.5&8.5	.	33.7
COc1cc(C(=O)OCCCN2CCCN(CCCOC(=O)c3cc(OC)c(OC)c(OC)c3)CC2)cc(OC)c1OC
→ .	.	-2.5	12.1&11.9	.	4.8
CN(C)c1nc(N)c(C(=O)N=C(N)N)nc1Cl
→ .	.	-4.4	16.1&10.1	.	34.5
O=C(O)CC(O)(CC(=O)O)C(=O)O
→ .	.	7.0	16.2&13.0	.	13.5
CCN1CCCC1CN(Cc1cc2cc(C)cc(C)c2[nH]c1=O)C(=O)Nc1ccccc1OC (configuration not stated)
→ .	.	-4.6	5.7&11.6	.	-16.0
COc1ccc2[nH]cc(CCNC(C)=O)c2c1
→ .	.	-3.5	22.0&16.4&12.0	.	8.1&15.0
COc1cc(C2c3c(oc4c(C)cc(C)cc4c3=O)C(=O)N2Cc2cccnc2)cc(OC)c1OC (configuration not stated)
→ -3.9	-8.8	.	.	-0.3	.
COc1ccc2c(C)nc(Nc3nc(C)cc(=O)[nH]3)nc2c1
→ -1.3	-12.7	.	.	0.6	.
Cc1cc(=O)[nH]c(/N=C(/NC(=O)c2ccccc2)Nc2ccc3c(c2)OCCO3)n1
→ 6.5	-20.3	.	.	-0.2	.
O=S(=O)(c1ccc(F)cc1)N1CCC(N2CCN(c3ccccc3)CC2)CC1
→ -1.6	1.9	.	.	0.1	.
CC1CCc2c(sc3ncnc(N4CCN(S(=O)(=O)c5cccc6nonc56)CC4)c23)C1 (configuration not stated)
→ 6.2	-12.9	.	.	-0.1	.
O=C1CC(N2CCC(c3nc4ccccc4o3)CC2)C(=O)N1c1ccc(Cl)cc1 (configuration not stated)
→ -0.2	2.1	.	.	0.9	.
c1ccc(CN2CCN(c3ncccn3)CC2)nc1
→ -1.2	-0.1	.	.	0.0	.
COc1ccc(CCNC(=O)c2c(O)c3c([nH]c2=O)CCCC3)cc1OC
→ 4.8	-6.0	.	.	3.1	.
COc1ccc2c3c(cccc13)NN=C2C
→ -1.1	13.1	.	.	-4.4	.
Cc1ccnc(N2CCN(c3c4c(c(C#N)c5nc6ccccc6n35)CCC4)CC2)c1
→ -10.5	-2.3	.	.	0.4	.
CNC(=O)CN(C#N)c1nc(N(C)C)nc(N(C)C)n1
→ 14.2	-3.3	.	.	-0.5	.
Cc1ccnc(SCCn2c(N3CCOCC3)nc3c2c(=O)n(C)c(=O)n3C)n1
→ 6.9	-1.0	.	.	-0.1	.
CC(C)C1Cc2c(sc3c2c(=O)n(-c2ccccc2)c2nncn32)CO1 (configuration not stated)
→ 9.0	-9.9	.	.	0.3	.
COc1ccc(-c2onc3ccc(Cl)cc23)cc1OC
→ 3.4	-2.4	.	.	75.0*	.
Cc1ccc(-n2nnc3c(SCC(=O)N4CCN(c5ccccc5)CC4)ncnc32)cc1
→ 0.0	9.6	.	.	0.7	.
CCCn1c(SCC(=O)N2CCCc3ccccc32)nc2c1c(=O)n(C)c(=O)n2C
→ 0.5	-1.0	.	.	-0.5	.
CC1(C)Cc2ccccc2-c2c1c(=O)n(-c1ccccc1)c1nnnn21
→ 0.3	-8.4	.	.	-0.9	.

Reprinted from the part before: 2 compounds, then new ones.
The line under a structure holds: Hck-Nef inh	TbHK1 inh	Rad51 HR inh	EP2 antag	L929 necroptosis	EP2 modulator
CCCn1c(SCC(=O)N2CCCc3ccccc32)nc2c1c(=O)n(C)c(=O)n2C
→ 0.5	-1.0	.	.	-0.5	.
CC1(C)Cc2ccccc2-c2c1c(=O)n(-c1ccccc1)c1nnnn21
→ 0.3	-8.4	.	.	-0.9	.
O=C(CN1C(=O)c2ccccc2C1=O)OCN1C(=O)c2ccccc2C1=O
→ -1.1	5.7	.	.	0.0	.
Cc1cccc(-c2cc3nc4c(c(N5CCC6(CC5)OCCO6)n3n2)CCCC4)c1
→ 1.3	-12.3	.	.	1.2	.
Cc1cccn2c(=O)c3cc(C#N)c(=N)n(Cc4cccnc4)c3nc12
→ 3.1	0.2	.	.	-0.3	.
Cc1nnc(SCc2cc(=O)[nH]c(Nc3nc(C)c4ccccc4n3)n2)s1
→ 1.0	-2.4	.	.	0.1	.
CCN1C(=O)/C(=C2/Sc3ccc(OC)cc3N2C)SC1=Nc1ccc(C)cc1
→ 15.6	-0.3	.	.	-0.1	.
O=c1sc2ccccc2n1COc1ccccc1
→ 3.1	5.2	.	.	2.0	.
CC(C(=O)NCc1ccccc1)N(CCN1CCOCC1)C(=O)c1snc(C(N)=O)c1N (configuration not stated)
→ 0.7	-11.7	.	.	-0.3	.
CCOc1ccc(CCNC(=O)C2CCN(c3ccc(N4CCOCC4)nn3)CC2)cc1OCC
→ 2.8	-2.1	.	.	-0.3	.
CC1=NC(=O)C(N=Nc2cccc3ccccc23)N1c1ccccc1 (configuration not stated)
→ 9.7	-0.5	.	.	-1.2	.
Cc1cccc2cc(CN(Cc3ccccc3)C(=O)N3CCOCC3)c3nnnn3c12
→ 8.5	4.9	.	.	-0.2	.
Cc1nn(-c2ccccc2)c(Cl)c1/C=C1\N=C(c2ccccc2)OC1=O
→ 5.9	-0.3	.	.	0.3	.
Cc1nnc(N2CCN(C)CC2)c2nn(-c3ccc(Cl)cc3)c(C)c12
→ 6.4	-7.3	.	.	-0.3	.
O=C1c2ccccc2C(=O)N1Cc1nc(-c2cccnc2)no1
→ -4.5	1.5	.	.	-0.4	.
COc1ccc(-n2c(=O)c3c4c(sc3n3c(C)nnc23)CCCC4)cc1
→ 0.5	-6.9	.	.	0.0	.
COc1ccc(OC)c(C2C(C(=O)c3ccc(C)o3)=C(O)C(=O)N2CCCN2CCOCC2)c1 (configuration not stated)
→ -0.6	-5.2	.	.	0.1	.
Cc1ccc(-n2nc3c(N4CCN(c5ccccc5)CC4)nnc(C)c3c2C)cc1
→ 5.2	-4.7	.	.	0.8	.
CC(C)CCn1c(N2CCN(Cc3ccccc3)CC2)nc2c1c(=O)[nH]c(=O)n2C
→ -0.6	3.6	.	.	-0.3	.
COCCNC(=O)C(c1ccc(C)cc1)N(C(=O)CCC(=O)Nc1ccccn1)C1CCCC1 (configuration not stated)
→ 2.0	-0.5	.	.	-0.1	.
COCCn1c(C)cc(C(=O)CSc2nnc3scc(-c4ccc(Cl)cc4)n23)c1C
→ 1.1	-6.2	.	.	-0.1	.
COCCCn1cnc2c(c1=O)c1nc3ccccc3nc1n2CCc1ccccc1
→ 8.4	-16.7	.	.	0.8	.
